Screening data from PubChem BioAssay.
EPAC1 ag – EPAC1 (human) agonism; 360,000 tested, 0.073% active; EPAC1 agonist qHTS, biochemical assay; response scale: 100% = response to 6.5 mM cAMP; AID 720707; O95398; Potency, µM (highest dose often 154 µM), for inactives: at the highest dose activation, usual class: activators; also: potency is read from the fitted curve at half-maximal effect; nearly all actives have a fitted effect of over 60% in size
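Compounds were pinned as a concentration titration into mixtures of EPAC1 (100 nM), BODIPY-GDP-loaded Rap1B (250 nM) and GDP (50 uM). After 5 min at room temperature, fluorescence was followed for 30 min; activity was scaled to 6.5 mM cAMP.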
WRN helicase inh – blocks human WRN helicase | Q14191 | WRN helicase unwinding, fluorescent forked duplex, kinetic | Potency, µM (series often up to 114 µM), for inactives: top-dose activity change, negative = inhibition, actives largely listed as inhibitors | 360,000 tested, 0.46% active | AID 651768; also: potency is read from the fitted curve at half-maximal effect; % is scaled to controls: 0 for no effect and ±100 for the full control effect; nearly all actives have a fitted effect of over 55% in size
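Fluorescence dequenching readout, ex 525 nm/em 598 nm, kinetic mode: forked duplex DNA (100 nM final) with adjacent fluorophore and quencher unwound by WRN (20 nM final) with 2 mM ATP. Compound preincubation 15 min, room temperature.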
EPAC1 antag – antagonists of human EPAC1; 360,000 tested, 0.14% active; Potency, µM (top dose mostly 115 µM), for inactives: top-dose activity change, negative = inhibition, most hits filed as inhibitors; EPAC1 GEF assay, Rap1b-BODIPY-GDP exchange fluorescence; AID 720709;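 also: potency is read from the fitted curve at half-maximal effect; plate controls were vehicle for no effect and positive control for full effect; nearly all actives have a fitted effect of over 50% in size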
IL2 activator – activates IL-2 in a cell-based reporter assay; IL-2 activation reporter assay, cell-based qHTS; stimulated with anti-CD3/CD4/CD28 beads; in transgenic mouse T cells; activation, % (series mostly up to about 46 µM); 360,000 tested, 0.065% active; AID 652025; in the data active = activation above about 50%; inconclusive = mostly about 30% to 49%; also: 0% is about no effect
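Using fluorescent plate cytometry, EGFP and DsRed are detected in transgenic mouse T cells stimulated 18 h at 37 degrees C with antibody-coated beads after 60 min compound pretreatment.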
PI5P4Ka inh – blocks human PI5P4K alpha kinase activity; 330,000 tested, 1.2% active; P48426; AID 652105; max response, %; PI5P4Kalpha enzyme, ADP-Glo luminescence, 60 min; hits give low values; active = max response of -50% or lower; inconclusive = between -30% and -50%; inactive = -30% or higher; also: value at the top dose of about 77 µM; % is scaled to controls: 0 for no effect and ±100 for the full control effect
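qHTS, 1536-well: enzyme/substrate mix, compound by pin tool, 5 microM ATP final; RT 60 min; ADP-Glo reagents 1 (45 min) then 2 (30 min); luminescence.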
PLK1 PBD inh – blocks phosphopeptide binding to human PLK1 polo-box domain; P53350; Plk1 PBD binding of FITC phosphopeptide, fluorescence polarization; Potency, µM, without a hit: max response, negative = inhibition, hits mostly inhibitors; 360,000 tested, 2.8% active; also: potency is read from the fitted curve at half-maximal effect; series mostly up to about 57 µM; % is scaled to controls: 0 for no effect and ±100 for the full control effect; nearly all actives have a fitted effect of over 65% in size
CCT modulator – changes cytosolic chaperonin activity; purified chaperonin ATPase assay, HTRF ADP detection, 30 min; activity change, % (no concentration beside the values), hits read low; 360,000 tested, 0.3% active; in the data active = activity change below about -30%; also: % is scaled to controls: 0 for no effect and ±100 for the full control effect
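We incubate TRiC, 40 or 20 nM final, with library compounds at 76 uM and 10 uM ATP for 30 min at 37 °C. ADP formed is detected with Transcreener HTRF reagents after 30 min at room temperature.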
EPAC2 ag – agonists of human EPAC2 (RAPGEF4); Q8WZA2; Potency, µM (top dose mostly 154 µM), without a hit: top-dose activation, hits mostly activators; AID 720711; EPAC2 activation, biochemical qHTS; response scale: 100% = 6.5 mM cAMP response; 360,000 tested, 0.079% active; also: potency is read from the fitted curve at half-maximal effect; nearly all actives have a fitted effect of over 50% in size
Target sequence (Q8WZA2 whole entry, looked up): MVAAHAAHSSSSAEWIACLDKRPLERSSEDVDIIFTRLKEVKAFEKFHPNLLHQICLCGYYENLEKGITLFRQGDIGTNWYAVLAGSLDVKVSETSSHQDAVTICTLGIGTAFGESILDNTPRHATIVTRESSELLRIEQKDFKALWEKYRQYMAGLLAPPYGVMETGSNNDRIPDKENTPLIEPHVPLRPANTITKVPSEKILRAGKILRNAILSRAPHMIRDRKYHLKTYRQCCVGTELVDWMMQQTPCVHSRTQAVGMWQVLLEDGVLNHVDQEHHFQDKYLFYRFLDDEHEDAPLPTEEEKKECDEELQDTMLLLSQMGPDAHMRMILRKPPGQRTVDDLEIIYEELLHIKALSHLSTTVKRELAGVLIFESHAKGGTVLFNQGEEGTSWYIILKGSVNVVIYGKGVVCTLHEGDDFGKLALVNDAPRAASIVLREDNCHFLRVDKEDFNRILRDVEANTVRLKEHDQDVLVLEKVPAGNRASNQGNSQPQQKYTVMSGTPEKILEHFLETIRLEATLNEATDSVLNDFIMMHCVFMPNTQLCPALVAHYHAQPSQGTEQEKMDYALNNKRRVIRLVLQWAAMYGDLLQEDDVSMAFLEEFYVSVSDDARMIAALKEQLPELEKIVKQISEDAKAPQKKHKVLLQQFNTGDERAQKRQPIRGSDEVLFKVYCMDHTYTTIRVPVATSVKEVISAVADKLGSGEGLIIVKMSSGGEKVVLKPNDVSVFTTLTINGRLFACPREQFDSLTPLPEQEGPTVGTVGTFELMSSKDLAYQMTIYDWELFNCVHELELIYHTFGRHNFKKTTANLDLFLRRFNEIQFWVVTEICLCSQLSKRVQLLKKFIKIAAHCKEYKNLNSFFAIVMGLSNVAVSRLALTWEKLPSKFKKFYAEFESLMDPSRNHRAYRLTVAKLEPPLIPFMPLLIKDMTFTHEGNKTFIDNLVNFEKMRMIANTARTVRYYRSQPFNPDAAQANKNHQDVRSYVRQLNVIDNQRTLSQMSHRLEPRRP
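EPAC2 (100 nM) mixed with Rap1B loaded with BODIPY-GDP (250 nM) plus 50 uM unlabeled GDP; compounds pinned in, 5 min RT, then read every 5 min for 30 min (ex 480, em 540 nm). Normalized to cAMP control.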
An asterisk follows results filed as active; u = inconclusive; x = not tested or not shown; [ ] = remark or other dose. Unless noted, calls follow the shape of the dose curve; as a rule, active = well fitted curve in the direction sought with a large enough effect; inconclusive = small, poorly fitted or top-dose-only effect, or another doubt; inactive = no such curve, though single readings can be large; an effect the other way counts as inactive or inconclusive. A portion of the library; rates above refer to the full screens.

SMILES	EPAC1 ag	WRN helicase inh	EPAC1 antag	IL2 activator	PI5P4Ka inh	PLK1 PBD inh	CCT modulator	EPAC2 ag
Cn1nc(-c2ccccc2)c(C(=O)Nc2ccc(C(F)(F)F)cc2)c1Cl	-2%	-3%	11%	0.3	x	1%	2.4	-1%
CCN(CC)S(=O)(=O)c1cc(NC(=O)COC(=O)c2ccc(NC(=O)CC#N)cc2)ccc1C	2%	-15%	-26%	-2.4	-29	-2%	1.4	3%
COc1ccc(C2=NS(=O)(=O)N(C)C(C(=O)N3CCC(C)CC3)=C2)cc1	-8%	13%	-1%	-1.5	-6	-3%	0.5	7%
O=C(O)c1cc(-c2ccc3c(c2)OCO3)nc2ccccc12	3%	-4%	27%	-1.7	x	-8%	2.1	11%
CCCCN1CCc2c([nH]c3ccccc23)C1=O	-6%	5%	11%	-0.2	-6	0%	-3.2	-8%
CCc1ccc(/C=N/NC(=O)Cc2cccn2C)cc1	2%	-13%	-4%	1.7	-16	-7%	1.6	6%
Cc1onc(-c2ccccc2Cl)c1C(=O)Nc1ccccc1O	3%	-32%	u	-3.1	0	-8%	-1.0	2%
CC(=O)c1ccc(NC(=S)Nc2cccc3ccccc23)cc1	-1%	14%	17%	-1.9	3	u	-1.3	1%
Cc1ccc(-c2ccc(CCC(=O)O)n2C(C)C)cc1	-7%	4%	6%	0.0	3	u	-12	-2%
C=C(C)CNC(=O)c1ccc(OC2CCN(S(=O)(=O)N(C)C)CC2)cc1	10%	6%	-9%	-3.6	7	-6%	-3.1	10%
O=C(NC(=O)c1ccccc1)NC(=O)c1ccccc1	2%	-6%	-5%	-1.2	-7	-6%	0.4	4%
Cc1ccc(S(=O)(=O)N[C@@H](CC(C)C)C(=O)N2CCC(C(=O)N[C@H](C(=O)O)C(C)C)CC2)cc1	-2%	7%	2%	-0.2	0	5%	0.6	4%
Cc1ccnc(N/C=C(\C#N)c2nc(-c3cccc(Br)c3)cs2)c1	u	-25%	36%[activator]	18	x	-19%	-0.7	21%
Cc1ccc(NC(=S)NCCSc2ccc(Cl)cc2)cc1	13%	-9%	-27%	-0.5	7	0%	1.0	4%
NC(=O)C(=O)NN=C1C2CC3CC(C2)CC1C3	-4%	9%	-20%	-0.8	0	-3%	2.8	10%
CCCCn1c(=O)[nH]c(=O)c2c1nc(-c1ccc(-c3ccccc3)cc1)n2C	-4%	-14%	-2%	-1.2	8	0%	0.8	0%
O=C(NCCC1=CCCCC1)C1CC(=O)N(C2CCCCCC2)C1 (stereo not given)	-1%	-3%[57.1 µM]	7%	1.9	x	2%	1.6	-1%
Cc1cnc(NC(=O)/C=C/c2ccc(Br)o2)s1	7%	-5%	1%	-0.9	3	-9%	0.8	-12%
COc1cc2c(cc1OC)C1(CCCC1)CNC2C (stereo not given)	-1%	-5%	8%	-2.6	x	-4%	0.2	-2%
O=C(N/N=C/c1cccs1)C(=O)Nc1cccc(Cl)c1	-1%	-2%	-6%	-0.7	5	-9%	3.0	18%
COc1cc(CCC(=O)OCC(=O)NCCc2ccc(S(N)(=O)=O)cc2)cc(OC)c1OC	15%	-7%	1%	-0.2	0	-6%	2.0	9%
Nc1cccc(Nc2ccccc2)c1	0%	2%	12%	-2.2	7	0%	-0.7	2%
O=C(N/N=C/c1c(F)c(F)c(F)c(F)c1F)c1cccc(S(=O)(=O)N2CCOCC2)c1	9%	-1%	0%	0.2	-1	1%	0.2	-3%
COc1ccc(C(=O)Nc2cc(C(F)(F)F)ccc2-n2cncn2)cc1	-4%	-6%	-17%	-0.1	5	-5%	2.9	3%
CCN1CCN(CCCNc2ncnc3nc[nH]c23)CC1	7%	0%	8%	0.6	-1	-8%	-0.9	4%

In the list so far, 3 contain a COOH group:
SMILES	EPAC1 ag	WRN helicase inh	EPAC1 antag	IL2 activator	PI5P4Ka inh	PLK1 PBD inh	CCT modulator	EPAC2 ag
O=C(O)c1cc(-c2ccc3c(c2)OCO3)nc2ccccc12	3%	-4%	27%	-1.7	x	-8%	2.1	11%
Cc1ccc(-c2ccc(CCC(=O)O)n2C(C)C)cc1	-7%	4%	6%	0.0	3	u	-12	-2%
Cc1ccc(S(=O)(=O)N[C@@H](CC(C)C)C(=O)N2CCC(C(=O)N[C@H](C(=O)O)C(C)C)CC2)cc1	-2%	7%	2%	-0.2	0	5%	0.6	4%

(more compounds)
SMILES	EPAC1 ag	WRN helicase inh	EPAC1 antag	IL2 activator	PI5P4Ka inh	PLK1 PBD inh	CCT modulator	EPAC2 ag
Cc1nc(N)sc1-c1csc(NCc2ccccc2)n1	0%	6%[57.1 µM]	4%	-1.2	u	-30%	-0.3	8%
CCCS(=O)(=O)N1CCC(C(=O)NCCCN(C)Cc2ccccc2)CC1	0%	-7%	13%	0.3	4	-7%	-2.1	-10%
CC1Cc2ccccc2N1C(=O)CO/N=C/c1ccccc1OC(F)F (stereo not given)	1%	1%[57.1 µM]	1%	-4.0	3	4%	-2.5	9%
CCn1c(=O)cc(N2CCOCC2)[nH]c1=O	1%	-1%	19%	-1.0	2	-5%	-1.9	0%
CC(NCCCOc1cccc2ccccc12)c1ccccc1 (stereo not given)	2%	6%	-3%	-4.3	3	6%	0.2	6%
Cc1ccc2nc(-c3ccccc3)c(CN3CCSCC3)n2c1	11%	0%	-13%	-0.7	-12	-14%	2.4	5%
Cc1cccc(NC(=O)N[C@@H](C)C(=O)O)c1	14%	0%	8%	0.9	2	-11%	-4.0	-7%
CC(=O)c1cnc2nc(C(F)(F)F)nn2c1C	2%	-9%	-1%	-0.6	-6	-1%	0.6	11%
Cc1cc(C)cc(-c2nnc(SCC(=O)NCC3CCCO3)o2)c1 (stereo not given)	-17%	0%	-7%	3.2	3	-25%	-2.1	1%
Cc1nc(C)c(-c2csc(Nc3cccnc3)n2)s1	6%	-24%	-21%	-1.2	x	-12%	-2.5	17%
CCC(C)NC(=O)Cn1c(=O)n(-c2ccc(OC)cc2)c(=O)c2ccc(C(=O)NCc3ccc(C)cc3)cc21 (stereo not given)	3%	5%	5%	-0.3	1	-11%	-1.2	-5%
CC(c1c(O)c2ccccc2[nH]c1=O)C1(C)CCC(O)C(C)(C)O1 (stereo not given)	-10%	6%	13%	0.2	1	1%	-0.5	0%
CCN(CC)C(C)C(=O)NCC1(c2ccccc2)CCOCC1 (stereo not given)	14%	-2%	0%	-2.7	x	0%	-2.1	7%
COc1ccc(NC(=O)c2c(-c3ccccc3Cl)noc2C)c(OC)c1	13%	-11%	4%	-3.4	x	2%	2.0	17%
O=C(c1ccccc1F)N(Cc1ccccc1)Cc1ccccc1	4%	3%	-10%	-2.0	10	-14%	-2.1	20%
O=C(c1ccc(C(F)(F)F)cc1)C1CCCN(C(=O)CCc2cnccn2)C1 (stereo not given)	8%	2%	7%	-3.4	3	-5%	-3.4	4%
FC(F)(F)c1ccccc1-c1ccc2nncn2c1	-11%	6%	-7%	1.4	-2	-3%	0.7	0%
CCc1ccccc1Cn1c(=O)oc2cccnc21	2%	-4%	-7%	-1.3	-6	-5%	-0.6	14%
Cc1cc(C)c(C)c(/C=C(/C#N)C(N)=S)c1C	8%	-8%	-1%	-2.6	x	1%	2.0	2%
N#CCc1ccc(NC(=O)CSc2nnc(C3CC3)n2C2CC2)cc1	10%	9%	-5%	0.4	-1	-6%	-3.0	11%
O=C1c2ccccc2OC2(C=Cc3ccccc3O2)N1Cc1ccccc1 (stereo not given)	9%	0%	-3%	1.4	11	-2%	1.1	12%
CC(c1ccccc1)N1CC(C(=O)O)CC1=O (stereo not given)	-2%	1%	3%	0.1	-2	2%	-0.1	1%
O=C1NC(c2cc(Cl)cc([N+](=O)[O-])c2O)Nc2ccccc21 (stereo not given)	5%	3%	-7%	-2.1	-79*	u	-0.1	1%
COc1ccc(CNC(=O)CCNC(=O)C2CCN(S(=O)(=O)c3ccc(OC)cc3)CC2)cc1	-6%	-4%	-21%	0.5	1	-13%	1.9	4%
CSCCC(NC(=O)c1ccccc1)C(=O)N1CCN(C(C)=O)CC1 (stereo not given)	8%	10%	10%	0.2	0	1%	-1.6	3%

Reprinted from above, two compounds:
SMILES	EPAC1 ag	WRN helicase inh	EPAC1 antag	IL2 activator	PI5P4Ka inh	PLK1 PBD inh	CCT modulator	EPAC2 ag
COc1ccc(CNC(=O)CCNC(=O)C2CCN(S(=O)(=O)c3ccc(OC)cc3)CC2)cc1	-6%	-4%	-21%	0.5	1	-13%	1.9	4%
CSCCC(NC(=O)c1ccccc1)C(=O)N1CCN(C(C)=O)CC1 (stereo not given)	8%	10%	10%	0.2	0	1%	-1.6	3%

The results go on:
SMILES	EPAC1 ag	WRN helicase inh	EPAC1 antag	IL2 activator	PI5P4Ka inh	PLK1 PBD inh	CCT modulator	EPAC2 ag
NC(=O)c1cc2ccccc2o/c1=N/NC(=O)c1ccccc1	4%	-1%	u	0.4	-5	0%	0.4	7%
COc1ccc(/C=N/Nc2nc(C)cc(-c3ccccc3)n2)cc1OC	0%	2%	-13%	-1.0	7	54%[activator]	-5.6	3%
COc1ccc(N(Cc2cc(=O)[nH]c3ccccc23)C(C)=O)cc1	2%	-3%	-11%	-3.9	-12	-5%	-0.6	9%
CC1(C(=O)NCc2ccccc2Br)CCN1C(=O)CCc1ccc(Cl)cc1Cl (stereo not given)	12%	1%	3%	-0.5	24	5%	2.3	9%
O=[N+]([O-])c1ccc(-c2csc(Nc3ccccc3)[n+]2Cc2ccccc2)cc1	0%	14%	17%	3.2	5	3%	0.7	-1%
COc1cc(NC(=O)C2CC(=O)N(Cc3ccco3)C2)cc(OC)c1 (stereo not given)	-4%	-14%	-6%	0.7	-5	-5%	-0.8	3%
N#Cc1ccc(OCc2nnc(-c3ccc([N+](=O)[O-])cc3)o2)cc1	-2%	6%	8%	-3.2	-17	1%	2.3	4%
CCCCNC(=O)c1sc(=S)n2c1[nH]c(=O)c1ccccc12	1%	u	u	-1.9	-1	27µM*	-1.0	-17%
CC(=O)c1ccc(N2CCN(C(=O)CCS(=O)(=O)c3ccc(C)cc3)CC2)cc1	-12%	-7%	7%	-0.4	1	-13%	-4.8	-5%
O=C1CC[C@@H](C(=O)N2CSC[C@H]2C(=O)O)N1	-21%	3%	-1%	0.2	0	5%	0.6	-9%
CCCC(=O)Nc1ccc2c(c1)C(=O)NC2=O	-9%	-3%	0%	-2.5	-2	2%	-1.1	6%
COc1ccc(C2=NN(CCC(=O)NC3CCC(C)CC3)C(=O)CC2)cc1 (stereo not given)	7%	1%	13%	-1.3	2	-19%	-1.6	3%
Cc1ccc(S(=O)(=O)c2c(C)nn(C(C)(C)C)c2OC(=O)CC(C)C)cc1	-3%	-12%	-29%	-3.9	14	-2%	0.7	1%
